FXIa inh 1536 – inhibitors of human coagulation factor XIa; 0.14% of 220,000 active; inhibition, % at 5 µM; P03951; purified FXIa, Boc-Glu-Ala-Arg-AMC fluorogenic substrate;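 active = inhibition of at least 40%; inactive = inhibition below 40%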;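 note: fluorescence of freed AMC excited at 355 nm; 0% = enzyme without compound and 100% = no enzyme blank; many of its hits are not listed in these tables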
p97 ATPase inh – blocks human p97 ATPase activity; AID 1481; inhibition, % at 8 µM; 0.42% of 220,000 active; P55072; recombinant p97 ATPase, Kinase-Glo ATP luminescence, 3 h; in the data active = inhibition above about 15%;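 note: 0% = DMSO vehicle and 100% = wells lacking enzyme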
Mdm2 ligase inh – inhibitors of human Mdm2 E3 ubiquitin ligase; 0.11% of 210,000 active; Q00987; signal enhancement, % at 5 µM; cell-based MDM2 ubiquitination luciferase reporter, 2 h; 0 = plate control, 100 = twice control, blank-subtracted; AID 1230;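 active = signal enhancement of 30% or more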;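 note: luminescence tracks abundance of the self-degrading MDM2-luciferase fusion protein; higher signal means inhibition of MDM2 E3 ligase activity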
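Buffer or medium: Cells held in DMEM | Assay system: Stable mammalian line carrying autodegrading MDM2–luciferase fusion reporter | Quantity: 2000 cells/well | Times: 4 h settle plus 2 h compound, 37 °C | Doses: One concentration, 5 µM, with 0.2% DMSO | Technique: Luminescence with SteadyLite reagent, 15 min at room temperature | Benchmarks: Plate controls and plate blanks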
Rad51 HR inh – Rad51 (human) homologous recombination inhibition; 0.085% of 200,000 active; inhibition, % at 10 µM; Q06609; hRad51 DNA strand exchange, fluorescence dequenching;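 active = inhibition above 40% at the single screening dose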;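 note: 0% = DMSO control wells and 100% = blanks with heterologous ssDNA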
Target sequence (Q06609 whole entry, looked up): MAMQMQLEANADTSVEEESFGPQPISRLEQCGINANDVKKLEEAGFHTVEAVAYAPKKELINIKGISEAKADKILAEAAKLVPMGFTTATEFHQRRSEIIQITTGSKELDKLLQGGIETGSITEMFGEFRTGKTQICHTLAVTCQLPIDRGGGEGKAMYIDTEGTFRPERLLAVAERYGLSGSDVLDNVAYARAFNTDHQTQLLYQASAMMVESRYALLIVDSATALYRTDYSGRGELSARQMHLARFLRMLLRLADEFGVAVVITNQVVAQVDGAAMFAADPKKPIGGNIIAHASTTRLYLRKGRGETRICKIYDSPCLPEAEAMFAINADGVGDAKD
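Material: Human Rad51 nucleoprotein filaments preassembled on unlabelled ssDNA | Also added: Labelled 47-mer dsDNA for strand exchange | Dosing: Single dose, 10 µM final compound | Schedule: 30-min compound preincubation and 15-min exchange, both room temperature | Technique: Fluorescence dequenching at 485/520 nm | Measure: Percent inhibition relative to plate controls and blanks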
14-3-3 Bad inh – disrupts binding of bovine 14-3-3 zeta to phospho-Bad peptide | inhibition, % at 21.7 µM | TR-FRET 14-3-3zeta/Dy647-pBad peptide displacement, 1 h | AID 781 | 0.71% of 220,000 active;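 active = inhibition above about 70%, limit read from the data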;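 note: 0% = full 14-3-3 plus peptide FRET controls and 100% = background without 14-3-3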
Wee1 stabilizer – human Wee1 degradation inhibition, primary screen; P30291; HeLa Luc-Wee1K328M stability, luciferase luminescence; 100% = proteasome inhibitor MG132 effect; reporter increase, % at 5 µM; 1.2% of 220,000 active; AID 1321;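 active = activation above the mean of all tested compounds plus 3 SD, set per screening run, cut at about 8.8% in these data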;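 note: cells exposed to compound for 20 h before luminescence read; 0% = DMSO alone and 100% = MG132 at 30 µM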
Target sequence (P30291 whole entry K328M): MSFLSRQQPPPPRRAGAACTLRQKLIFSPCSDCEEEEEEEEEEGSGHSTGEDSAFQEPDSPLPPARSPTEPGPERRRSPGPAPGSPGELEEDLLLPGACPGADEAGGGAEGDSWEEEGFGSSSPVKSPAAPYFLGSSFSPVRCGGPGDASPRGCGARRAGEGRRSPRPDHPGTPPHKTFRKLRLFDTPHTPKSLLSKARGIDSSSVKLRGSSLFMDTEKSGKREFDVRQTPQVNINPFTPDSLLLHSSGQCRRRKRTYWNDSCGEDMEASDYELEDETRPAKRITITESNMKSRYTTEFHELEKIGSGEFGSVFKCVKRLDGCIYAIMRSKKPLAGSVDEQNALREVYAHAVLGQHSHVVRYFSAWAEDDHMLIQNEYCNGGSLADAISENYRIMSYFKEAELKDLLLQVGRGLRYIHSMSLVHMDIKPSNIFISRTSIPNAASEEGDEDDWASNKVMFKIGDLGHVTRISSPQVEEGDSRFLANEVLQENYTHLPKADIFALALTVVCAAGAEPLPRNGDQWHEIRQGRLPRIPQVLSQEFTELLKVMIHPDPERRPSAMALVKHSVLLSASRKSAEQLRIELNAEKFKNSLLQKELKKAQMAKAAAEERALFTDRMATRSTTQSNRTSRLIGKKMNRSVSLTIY
hK5 inh – blocks human kallikrein 5 protease activity. Q9Y337. inhibition, % at 5 µM. recombinant hK5, fluorogenic AMC substrate cleavage. AID 873. 0.59% of 210,000 active;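 active = inhibition of 40% or more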;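 note: 0% = enzyme controls without compound and 100% = no-enzyme blanks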
eIF4E 4G PPI – inhibitors of eIF4E and eIF4G interaction in translation initiation; P63073+Q04637; TR-FRET eIF4E-eIF4GI(517-606) binding, 2 h; inhibition, % at 21.7 µM; 0.37% of 220,000 active;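 active = inhibition above about 30%, limit read from the data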;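 note: 0% = full FRET control wells and 100% = background wells lacking eIF4GI fragment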
FXIIa inh – factor XIIa (human) inhibition; P00748; inhibition, % at 5 µM; 0.3% of 220,000 active; AID 800; purified FXIIa, Boc-QGR-AMC fluorogenic substrate, 2 h; in the data active = inhibition above about 40%;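 note: 0% = enzyme with no compound and 100% = blank without enzyme; many of its hits are not listed in these tables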
An asterisk follows results filed as active; . = not tested or not shown; [ ] = dose if it differs, or a comment.

The first 2 entries, ahead of the listing:
Each structure is followed by: FXIa inh 1536	p97 ATPase inh	Mdm2 ligase inh	Rad51 HR inh	14-3-3 Bad inh	Wee1 stabilizer	hK5 inh	eIF4E 4G PPI	FXIIa inh
- Cc1cc(C(=O)COC(=O)Cn2cnc3c2c(=O)n(C)c(=O)n3C)c(C)n1C
 : 0	5	-12	2	-15	3	1	-3	-4
- CC(=O)Nc1ccc2sccc2c1
 : -3	0	-11	2	-4	1	-11	3	1

The list itself, from the start:
Each structure is followed by: FXIa inh 1536	p97 ATPase inh	Mdm2 ligase inh	Rad51 HR inh	14-3-3 Bad inh	Wee1 stabilizer	hK5 inh	eIF4E 4G PPI	FXIIa inh
- Cc1cc(C(=O)COC(=O)Cn2cnc3c2c(=O)n(C)c(=O)n3C)c(C)n1C
 : 0	5	-12	2	-15	3	1	-3	-4
- CC(=O)Nc1ccc2sccc2c1
 : -3	0	-11	2	-4	1	-11	3	1
- O=c1[nH]nc(SCc2ccccc2Cl)n1-c1ccc2c(c1)OCCO2
 : -1	-10	-3	11	4	0	-12	-5	9
- CCOC(=O)C(C)Sc1ncnc2c1nnn2-c1ccc(F)cc1 (configuration not stated)
 : 3	7	13	3	4	0	-5	2	3
- COC(=O)c1c(N2C(=O)[C@H]3[C@@H](C2=O)[C@]2(C(=O)Nc4c(C)cccc42)N2CCC[C@@H]32)sc(C)c1C
 : 0	8	-7	-4	-2	-1	-6	4	5
- S=C(NCCc1ccccc1)N1CCN(Cc2ccccc2)CC1
 : 7	-1	-2	-2	17	1	-8	-5	11
- CCC(Sc1nnnn1-c1ccccc1)C(=O)Nc1nc2ccccc2s1 (configuration not stated)
 : 4	-1	6	-7	1	1	4	0	8
- CCOC(=O)C1=C(O)C(=O)N(c2ccc(S(N)(=O)=O)cc2)C1c1cccc([N+](=O)[O-])c1 (configuration not stated)
 : 10	-1	-11	9	1	0	5	4	5
- O=C(O)CP(=O)(O)O
 : 4	-2	.	-9	5	-2	-27	-4	12
- O=C(Cc1ccc(Cl)cc1)Nc1ccccc1CO
 : 6	2	-1	-9	-8	-2	4	15	1
- O=C(CN1CCC(n2nnc3cc(F)ccc32)CC1)NCCc1ccccc1
 : 5	0	5	-14	-3	0	-13	-1	16
- O=C(CSc1nc(O)cc(=O)[nH]1)N1c2ccccc2Sc2ccccc21
 : 1	6	0	-19	-10	-2	1	0	11
- O=C(CCCn1c(=S)[nH]c2ccccc2c1=O)N1CCCCC1
 : 25	8	-2	2	3	-1	1	-1	22
- CCOC(=O)c1ccc(N2Cc3ccccc3C2)cc1O
 : -3	6	-31	0	-6	1	-19	0	14
- COc1cc(OC)nc(Oc2ccccc2C(=O)Oc2ccc(F)cc2Cl)n1
 : 7	0	-7	-9	-17	0	-7	1	10
- O=[N+]([O-])c1ccc2c(c1)OCCOCCOCCOCCOCCOCCO2
 : 8	-1	-10	.	9	-2	-16	7	11
- O=C(CN1C(=O)C2C3CCC(C3)C2C1=O)Oc1ccc2ccccc2c1 (configuration not stated)
 : -5	-4	-12	-2	7	2	-11	3	25
- CCOC(=O)CN(C(=O)COc1ccc2c(C)cc(=O)oc2c1)c1ccc(OCC)cc1
 : -3	2	.	.	-8	13*	.	3	5
- CCCSC1=C(C#N)C(c2ccccc2C)CC(=O)N1 (configuration not stated)
 : 4	3	-13	12	-10	5	-21	27	21
- OCCC1CN(C2CCSCC2)CCN1C1CCCC1 (configuration not stated)
 : -6	-2	-13	-5	-12	3	-3	-1	5

Reprinted at random: four records from the list.
Each structure is followed by: FXIa inh 1536	p97 ATPase inh	Mdm2 ligase inh	Rad51 HR inh	14-3-3 Bad inh	Wee1 stabilizer	hK5 inh	eIF4E 4G PPI	FXIIa inh
- CCOC(=O)C(C)Sc1ncnc2c1nnn2-c1ccc(F)cc1 (configuration not stated)
 : 3	7	13	3	4	0	-5	2	3
- CCCSC1=C(C#N)C(c2ccccc2C)CC(=O)N1 (configuration not stated)
 : 4	3	-13	12	-10	5	-21	27	21
- O=C(CN1C(=O)C2C3CCC(C3)C2C1=O)Oc1ccc2ccccc2c1 (configuration not stated)
 : -5	-4	-12	-2	7	2	-11	3	25
- O=C(CN1CCC(n2nnc3cc(F)ccc32)CC1)NCCc1ccccc1
 : 5	0	5	-14	-3	0	-13	-1	16

The list continues.
Each structure is followed by: FXIa inh 1536	p97 ATPase inh	Mdm2 ligase inh	Rad51 HR inh	14-3-3 Bad inh	Wee1 stabilizer	hK5 inh	eIF4E 4G PPI	FXIIa inh
- CC(C)c1ccc(NC(=O)COC(=O)CSc2nnc(N)s2)cc1
 : 6	-8	-15	4	-1	0	5	-2	3
- Cc1nc2ccccn2c1-c1ccnc(SCc2ccc(Cl)cc2)n1
 : 9	-11	-8	14	3	-2	1	0	1
- COC(=O)c1ccc(NC(=S)NC2c3ccccc3CC2O)cc1 (configuration not stated)
 : 32	-4	-12	-3	-5	-1	24	-1	35
- Cc1ccc(NC(=O)CNc2ccc(OC(C)C)cc2)cc1
 : -4	0	-7	7	-9	-1	12	4	9
- CCN(CC)CCN(Cc1cc2cc3c(cc2[nH]c1=O)OCCO3)C(=S)NCC1CCCO1 (configuration not stated)
 : -3	7	-4	2	-5	2	8	4	1
- Cc1cc(NC(=O)CCCN2C(=O)c3cccnc3C2=O)ccc1Br
 : -1	0	-4	6	-4	2	4	0	7
- Cc1ccccc1CN1CCCNC1=O
 : 8	3	-18	9	-1[fluorescence artefact?]	1	-6	1	12
- CC12CCC(C(=O)NNc3ccccc3)(OC1=O)C2(C)C (configuration not stated)
 : 3	-3	10	4	3	4	5	-2	8
- CC(C)OC(=O)CSc1ncnc2c1cnn2Cc1ccccc1
 : -5	5	1	5	7	1	-9	5	7
- COc1cccc(C2CC(=O)Nc3n[nH]c(-c4ccccc4)c32)c1OC (configuration not stated)
 : 5	2	.	15	0	-3	5	-3	14
- Cc1cccc(-c2noc(CCCC(=O)N3CCOCC3)n2)c1
 : -6	-3	-20	-3	-3	6	2	3[fluorescence artefact?]	-7
- COc1ccc(NC(=O)c2ccccc2C)c(OC)c1
 : 1	5	-14	-3	5	3	16	4	3
- c1ccc2[nH]c(NN=C3CCCCCC3)nc2c1
 : 0	3	-31	3	-11	17*	-1	1	7
- CCC(C)NC(=O)CSc1nnc(-c2c[nH]c3ccccc23)o1 (configuration not stated)
 : -4	1	-6	2	1	-1	-1	2	7
- Cn1cc(CN2CCN(c3ncccn3)CC2)c(-c2cccc(Cl)c2)n1
 : -8	0	-8	-1	-12	1	-5	-3	4
- Cc1cccc(N2CCN(C(=O)/C=C/c3cccs3)CC2)c1C
 : 8	-2	-6	.	2	0	-7	-4	12
- CC(C)(C)n1nc2c(c1NC(=O)Cc1cccs1)CSC2
 : 1	-3	-2	-5	8	0	-12	-2	16
- Cc1ccc(S(=O)(=O)CCC(=O)Nc2cccc(C)c2)cc1
 : 5	6	-13	10	-14[fluorescence artefact?]	2	-14	-6[fluorescence artefact?]	3
- O=S(=O)(c1ccc(F)cc1)N1CC=C(c2ccccc2)CC1
 : -18	3	-7	4	0	-3	-4	3	-2
- CN(C)c1cccc(C(=O)NNC(=S)NC2CC3CCC2C3)c1 (configuration not stated)
 : -2	2	-6	5	-20	-1	-9	-1	3

Looked up above:
CC(C)(C)n1nc2c(c1NC(=O)Cc1cccs1)CSC2 in p97 ATPase inh → -3
CC(C)OC(=O)CSc1ncnc2c1cnn2Cc1ccccc1 in p97 ATPase inh → 5
CN(C)c1cccc(C(=O)NNC(=S)NC2CC3CCC2C3)c1 (configuration not stated) in eIF4E 4G PPI → -1
c1ccc2[nH]c(NN=C3CCCCCC3)nc2c1 in eIF4E 4G PPI → 1
O=S(=O)(c1ccc(F)cc1)N1CC=C(c2ccccc2)CC1 in hK5 inh → -4

(cont.)
Short keys – A = FXIa inh 1536; B = p97 ATPase inh; C = Mdm2 ligase inh; D = Rad51 HR inh; E = 14-3-3 Bad inh; F = Wee1 stabilizer; G = hK5 inh; H = eIF4E 4G PPI; I = FXIIa inh
Cc1nc(NS(=O)(=O)c2ccccc2C)c2c3c(sc2n1)CCC3
  A = 2	B = 5	C = -5	D = 6	E = 2	F = 5	G = -1	H = 2[fluorescence artefact?]	I = 11
COC(=O)COc1ccc(S(=O)(=O)N2CCN(c3ccccc3)CC2)cc1
  A = 4	B = 2	C = -10	D = 9	E = -10	F = -5	G = -1	H = -3	I = 5
CCCN1/C(=C(/C#N)C2=NS(=O)(=O)c3ccccc32)N(C)c2ccccc21
  A = -8	B = 6	C = -22	D = 0	E = -18	F = -1	G = -8	H = 6	I = -2
CCCCCCSc1nsc(N)n1
  A = -1	B = -1	C = -12	D = 0	E = 11	F = 5	G = 2	H = 3	I = 13
COCc1cc(C)nc(OCC(=O)N/N=C/c2ccc(O)cc2O)c1C#N
  A = -1	B = 6	C = 2	D = -6	E = -3	F = 0	G = -14	H = -1	I = 0
CCOP(=O)(OCC)C(NC(=O)c1cccs1)C(F)(F)F (configuration not stated)
  A = 1	B = 5	C = -2	D = -4	E = -7	F = -5	G = -5	H = 1	I = 4
O=C1Nc2ccc(F)cc2C12Nc1ccccc1-c1nnc(SCc3ccccc3)nc1O2 (configuration not stated)
  A = 3	B = 7	C = -3	D = 3	E = -1[fluorescence artefact?]	F = -2	G = -14	H = -12[fluorescence artefact?]	I = 15
Cc1oc2c(C)c3oc(=O)c4c(c3cc2c1C)CCC4
  A = -4	B = 6	C = 6	D = 11	E = -1	F = 1	G = -1	H = -4	I = -5
O=C(O)c1cc(N/N=C/c2ccc(OCc3ccccc3)cc2)ccc1Cl
  A = 3	B = 1	C = 6	D = -19	E = -10	F = 1	G = -2	H = 1	I = 11
O=S(=O)(CCN1CCN(c2ccccn2)CC1)c1ccc(Cl)cc1Cl
  A = 0	B = -9	C = -6	D = 7	E = -1	F = 3	G = -7	H = 0	I = 10
CS(=O)(=O)N(CC(=O)N1CCCCC1)c1ccc(Cl)c(C(F)(F)F)c1
  A = 11	B = -6	C = -15	D = -3	E = 10	F = 1	G = -18	H = 3	I = 22
Fc1ccc(/C=N/n2c(-c3cccs3)n[nH]c2=S)cc1
  A = -1	B = -1	C = 6	D = 0	E = 7	F = -3	G = 1	H = 3	I = 7
CCOC(=O)C1NN=C(C(=O)c2ccccc2)C1c1ccc(Cl)cc1 (configuration not stated)
  A = 5	B = -4	C = -22	D = -10	E = 1	F = -1	G = .	H = 3	I = 14
O=C(CNC(=O)C(c1ccccc1)c1ccccc1)N/N=C\c1cccc(O)c1
  A = -6	B = 9	C = -11	D = -23	E = -2	F = 0	G = 1	H = 2	I = 9
Clc1nssc1=Nc1ccccc1
  A = -1	B = 5	C = 1	D = 19	E = 26	F = -1	G = -4	H = 51*	I = 7
Cc1ccc2c(c1)c(C)c(C)n2CC(O)Cn1nc(C)c(Br)c1C (configuration not stated)
  A = 9	B = -1	C = -12	D = 0	E = -2	F = 0	G = 11	H = 2	I = 11
CCOC(=O)C1CCN(CC(O)COc2ccc(C(C)(C)CC)cc2)CC1 (configuration not stated)
  A = -4	B = 0	C = -4	D = -2	E = 2	F = 0	G = -5	H = 2	I = 10
Cc1ccc2c(c1)[C@@H]1CN(C)CC[C@@H]1N2S(=O)(=O)c1ccc([N+](=O)[O-])cc1
  A = -8	B = -4	C = 4	D = 11	E = 2[fluorescence artefact?]	F = -1	G = -3	H = 0	I = -10

Compound activity as filed in PubChem BioAssay.
